aGlu spleen mod: qHTS Assay for Inhibitors and Activators of Human alpha-Glucosidase From Spleen Homogenate | Lysosomal alpha-glucosidase (Homo sapiens), P10253 | human spleen homogenate, 4-MU-alpha-glucoside fluorescence | Potency, µM (titrated, usually from 79.9 µM), for the others: top-dose activity change, negative = inhibition, hits mostly inhibitors | 240,000 compounds, 0.006% hits | AID 2112, 2009;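 also: potency is read from the fitted curve at half-maximal effect; 0% = enzyme with vehicle and -100% = no enzyme basal signal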
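Human spleen homogenate (1 ug) with 4-methylumbelliferyl-alpha-D-glucopyranoside (1 mM final) in 50 mM citrate/phosphate pH 5.0, 0.01% Tween-20; 40 min at 37 C. Stopped at pH 10; 4-MU fluorescence Ex 365/Em 440 nm; AC50 by Hill fit.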
HTT aggregate: qHTS Multiplex Assay to Identify Dual Action Probes in a Cell Model of Huntington: Aggregate Formation (GFP); AID 1688, 2009; PC12 HttQ103-GFP aggregates, Acumen cytometry, 40 h; Potency, µM (top dose mostly 46.1 µM), without a hit: top-dose activity change, negative = inhibition, hits mostly inhibitors; 220,000 compounds, 1.1% hits; also: potency is read from the fitted curve at half-maximal effect; % is scaled to controls: 0 for no effect and ±100 for the full control effect; nearly all actives have a fitted effect of over 60% in size
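Read-out: GFP aggregate count by laser scanning cytometer (488 nm excitation, 500-530 nm emission, 1–25 µm objects >6 SD above background). Cells: PC12, inducible HTTex1-Q103-GFP, 100 nM tebufenozide; compounds titrated.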
GAA inh: qHTS Assay for Inhibitors of Human alpha-Glucosidase as a Potential Chaperone Treatment of Pompe Disease; purified human GAA, 4-MU-alpha-glucoside fluorescence; Potency, µM (doses to about 76.9 µM), for inactives: top-dose activity change, negative = inhibition, actives largely listed as inhibitors; 200,000 compounds, 0.005% hits; Lysosomal alpha-glucosidase (Homo sapiens), P10253;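 also: potency is read from the fitted curve at half-maximal effect; plate controls were uninhibited enzyme wells for no effect and no-enzyme background for full effect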
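qHTS format, compound range up to 77 uM. Human lysosomal enzyme at 4 nM, 400 uM 4-MU glucoside substrate, pH 5.0, 20 min room temperature; fluorescence after alkaline stop gives activity normalized to controls.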
Lamin A splicing: qHTS Assay for Modulators of Lamin A Splicing; Potency, µM (series often up to 46.1 µM), without a hit: at the highest dose ratio change, negative = inhibition, most hits filed as inhibitors; HeLa LMNA splicing GFP/RFP minigene ratio, 48 h; AID 1487, 2009; 200,000 compounds, 0.01% hits; active = well fitted inhibition curve with a large enough effect in the signal ratio, with a control signal flat, not every such curve was filed as active; inconclusive = small, poorly fitted or top-dose-only effect, or effect the other way, or a change in a side signal; the % refers to the signal ratio; also: potency is read from the fitted curve at half-maximal effect; % is scaled to controls: 0 for no effect and ±100 for the full control effect
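S3 HeLa stable clones carrying a lamin A-EGFP splicing minigene plus DsRed2 were seeded at 600 cells/well in Opti-MEM with 2% FBS, pin-dosed and incubated 48 h at 37°C. Acumen cytometry (488 nm) gave the GFP/RFP total-intensity ratio.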
HTT cytoprotect: qHTS Multiplex Assay to Identify Dual Action Probes in a Cell Model of Huntington: Cytoprotection (ATP); PC12 HTT-Q103 induced, cytoprotection, ATP luminescence, 40 h; Potency, µM (doses to about 56.4 µM), for the others: cytoprotection (ATP increase), usual class: activators; 230,000 compounds, 0.14% hits; AID 1471, 2008;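 also: potency is read from the fitted curve at half-maximal effect; % of control where 0% means no effect; nearly all actives have a fitted effect of over 45% in size; toxic huntingtin expression switched on by the ecdysone agonist tebufenozide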
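ATP quantification (ATPlite) reports survival of PC12 cells in which tebufenozide, 100 nM final, switches on Htt exon 1 with 103 glutamines linked to GFP; compounds are titrated.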
CBFb-RUNX1 inh: qHTS Assay for Compounds Blocking the Interaction Between CBF-beta and RUNX1 for the Treatment of Acute Myeloid Leukemia; Runt-related transcription factor 1 (Homo sapiens) + Core-binding factor subunit beta …; AlphaScreen CBFb-His/RUNX1-biotin binding, biochemical; Potency, µM (doses to about 59.8 µM), for inactives: top-dose activity, negative = inhibition, actives largely listed as inhibitors; 230,000 tested, under 10 active; AID 1477, 2009; also: % of control where 0% means no effect
Target sequence (Q01196 whole entry, looked up): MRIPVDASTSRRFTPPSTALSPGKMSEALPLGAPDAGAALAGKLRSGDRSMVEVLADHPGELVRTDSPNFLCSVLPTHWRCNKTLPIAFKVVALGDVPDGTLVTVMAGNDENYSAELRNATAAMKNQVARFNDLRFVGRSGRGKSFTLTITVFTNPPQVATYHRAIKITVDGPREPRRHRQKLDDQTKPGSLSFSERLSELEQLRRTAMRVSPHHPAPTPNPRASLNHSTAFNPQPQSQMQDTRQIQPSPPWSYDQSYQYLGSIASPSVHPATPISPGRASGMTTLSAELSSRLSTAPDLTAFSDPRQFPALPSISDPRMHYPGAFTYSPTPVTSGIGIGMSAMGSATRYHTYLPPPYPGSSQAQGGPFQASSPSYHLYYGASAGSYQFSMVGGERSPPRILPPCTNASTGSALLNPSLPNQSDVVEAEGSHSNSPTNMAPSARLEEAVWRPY
Target sequence (Q13951 whole entry, looked up): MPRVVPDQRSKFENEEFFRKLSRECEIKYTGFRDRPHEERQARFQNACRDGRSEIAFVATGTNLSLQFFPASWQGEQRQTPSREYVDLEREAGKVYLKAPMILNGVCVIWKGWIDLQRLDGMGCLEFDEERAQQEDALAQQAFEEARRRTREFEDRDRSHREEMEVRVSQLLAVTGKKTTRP
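Bead-based AlphaScreen assay; binding partners His-tagged CBF-beta and biotinylated RUNX1 at 30 nM each. Compound exposure 15 min after a 20-min protein preincubation; bead step 90 min; all steps at room temperature.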
GAA glycogen: qHTS Assay for Inhibitors and Activators of Human alpha-Glucosidase Cleavage of Glycogen. Lysosomal alpha-glucosidase (Homo sapiens), P10253. recombinant GAA, glycogen substrate, Amplex Red glucose oxidase fluorescence. Potency, µM (series often up to 76.4 µM), without a hit: top-dose activity change, negative = inhibition, hits mostly inhibitors. 300,000 compounds, 0.38% hits. AID 2100, 2009;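 also: potency is read from the fitted curve at half-maximal effect; 0% = full enzyme reaction and -100% = no-enzyme basal signal; the screen sought inhibitors and activators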
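Recombinant human enzyme (4 nM); glycogen substrate; 37 C, 40 min, pH 5.0. Readout: coupled glucose oxidase/Amplex Red fluorescence.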
Starred values were filed as active, the others as inactive; ? = inconclusive; · = no result given; & = joins results of further samples; [ ] = remark or other dose. Unless noted, calls follow the shape of the dose curve; as a rule, active = well fitted curve in the direction sought with a large enough effect; inconclusive = small, poorly fitted or top-dose-only effect, or another doubt; inactive = no such curve, though single readings can be large; an effect the other way counts as inactive or inconclusive.

SMILES	aGlu spleen mod	HTT aggregate	GAA inh	Lamin A splicing	HTT cytoprotect	CBFb-RUNX1 inh	GAA glycogen
CC(C)C1(C)C(=O)N=C2c3ccccc3C(=O)N21 (centres undefined)	2%	-6%	7%	4%	-6%	0%	2%
O=C(NCCCNCc1ccccc1)c1ccncc1	4%	-3%	-3%	9%	-17%	7%	4%
CCOC(=O)c1sc2ncn(/N=C/N(C)C)c(=O)c2c1C	-1%	3%	2%	12%	-25%[1.9 µM]	8%	3%
O=C(Nc1cc(C(F)(F)F)ccc1-n1cncn1)c1ccc(Br)cc1	-6%	0%	12%	7%	-30%	2%	4%
Cc1cc2nc(/N=C(\N)NC(=O)C(C)C)nc(C)c2cc1C	3%	-6%[9.22 µM]	·	·	-5%[10 µM]	2%	0%
CC1CC(=O)N(Cc2ccccc2)c2ccccc2N1C=O (centres undefined)	-8%	-7%	-12%	2%	27%	7%	-3%
O=C(Nc1ccc(Cl)cc1)C1CC=CCC1C(=O)OCC(F)(F)C(F)F (centres undefined)	1%	9%	2%	-10%	-4%[10 µM]	3%	3%
CCOc1ccc(C(=O)Oc2ccc(NC(C)=O)cc2)cc1	-1%	23%[9.22 µM]	-1%	·	8%[10 µM]	8%	0%
CCCOc1ccc(N2C(=O)CC(N(CCc3ccccc3)C(=O)c3ccccc3)C2=O)cc1 (centres undefined)	-3%	-2%[9.22 µM]	?	·	-20%[10 µM]	3%	0%
COc1ccc(C(=O)N/C(N)=N/c2nc3ccccc3o2)cc1	7%	2%	-4%	0%	-47%[inhibitor]	10%	4%
COc1ccc2nc(Cl)c(/C=N/Nc3ccccn3)cc2c1	-5%	12%	-11%	·	-130%[inhibitor]	-14%	-6%
O=C(NC1CCCCCCC1)NC1CCCCC1	-3%	-5%	3%	9%	-16%	3%	1%
COc1ccc(-c2coc3c(OC)c(OC)cc(O)c3c2=O)cc1	-3%	·	·	·	-96%[inhibitor]	16%	·
Cc1ccc(NNC(=O)c2cccs2)cc1Cl	-1%	19%[9.22 µM]	-1%	19%[46 µM]	-11%[10 µM]	5%	14µM*
O=C(N=Nc1c(O)[nH]c2ccccc12)c1cc(-c2ccc(F)cc2)n[nH]1	-20%	0%	-6%	·	-18%[10 µM]	4%	7%
CCCCc1ccc(NC(=O)COCC)cc1	1%	-10%	5%	6%	-5%[10 µM]	3%	0%
O=C(COc1ccccc1)N(Cc1cccs1)C1CCS(=O)(=O)C1 (centres undefined)	0%	-11%[9.22 µM]	·	·	13%[10 µM]	11%	2%
Cc1ccc2c(c1)c(N=NC(N)=O)c(O)n2C	-9%	0%[9.22 µM]	-4%	·	5%[10 µM]	7%	16%
CCCCCCC#Cc1ccc2c(c1)COc1c3ccccc3nn1-2	8%	2%[9.22 µM]	·	·	1%[10 µM]	11%	1%
O=C(O)c1c(N2CCCCC2)ccc([N+](=O)[O-])c1N1CCCCC1	3%	-8%[9.22 µM]	-6%	-9%[46 µM]	-18%[10 µM]	-5%	-6%
CCOC(=O)Nc1c2ccccc2nc2ccccc12	14%	-4%[9.22 µM]	·	·	23%[10 µM]	1%	-1%
O=C(NN1CCOCC1)c1cc(-c2cccs2)nc2ccccc12	10%	3%	?	-7%	·	3%	-2%
COc1ccc(-c2nnc(SCc3nnc(-c4ccccc4)o3)n2-c2ccccc2)cc1	7%	-9%	1%	2%	-2%[10 µM]	0%	-1%
CC1(C)OC(c2ccccc2)=C/C(=C/C=N/NC(=O)c2ccncc2)O1	-2%	4%[9.22 µM]	4%	·	-11%[10 µM]	4%	-16%
O=C(NN1CC(=O)N(c2cc(Cl)cc(Cl)c2)CC1=O)c1cccs1	9%	-10%[9.22 µM]	·	·	4%[10 µM]	3%	0%
CCc1cccc(NC(=O)Cn2cc(C=O)c3ccccc32)c1	2%	?	5%	·	-25%	5%	0%
CC(C)N(CCn1cnc2c([nH]c3ccccc32)c1=O)C(C)C	-14%	-11%[9.22 µM]	·	·	15%[10 µM]	5%	4%
Cc1ccc(CC2CC(=O)N(c3ncccn3)C2=O)cc1 (centres undefined)	-4%	1%[9.22 µM]	·	·	2%[10 µM]	4%	4%
Cc1ccc(S(=O)(=O)c2n[nH]n3c2nc(=O)c2ccccc23)cc1	-1%	-4%	-4%	17%	-10%	2%	-8%
O=C(NC1CCCC1)c1cc(-c2cccs2)on1	5%	4%	1%	?	-24%	6%	0%
C=CCNC(=O)NC(=O)COC(=O)/C(C#N)=C/c1cc(C)n(CC(C)C)c1C	2%	-6%	-3%	0%	-12%	2%	1%
CCOc1ccc(S(=O)(=O)Nc2nc3cc(OC)ccc3s2)cc1	-15%	11%	2%	-11%	2%[10 µM]	-2%	-12%
CC1(C)Cc2cccc(OCC(N)=O)c2O1	-1%	10%	1%	16%	4%	2%	0%
CC(C(=O)NCC1CCCCC1)N(C)Cc1cccc(Cl)c1 (centres undefined)	-7%	-17%	?	-14%[46 µM]	-10%	?	7%
Cc1ccccc1-c1nc(SCc2ccccn2)c2c(=O)n(C)c(=O)n(C)c2n1	-1%	13%	?	·	-14%[10 µM]	3%	13%
CCC(=O)OCC(=O)Nc1ccc([N+](=O)[O-])cc1OC	1%	-2%	-4%	6%[46 µM]	-10%	7%	5%

Look-ups from above:
CC(C)N(CCn1cnc2c([nH]c3ccccc32)c1=O)C(C)C in GAA glycogen is listed with 4%
CCc1cccc(NC(=O)Cn2cc(C=O)c3ccccc32)c1 in aGlu spleen mod is listed with 2%
CC1(C)Cc2cccc(OCC(N)=O)c2O1 in CBFb-RUNX1 inh is listed with 2%
C=CCNC(=O)NC(=O)COC(=O)/C(C#N)=C/c1cc(C)n(CC(C)C)c1C in HTT cytoprotect is listed with -12%
CC(C(=O)NCC1CCCCC1)N(C)Cc1cccc(Cl)c1 (centres undefined) in aGlu spleen mod is listed with -7%

The list continues:
SMILES	aGlu spleen mod	HTT aggregate	GAA inh	Lamin A splicing	HTT cytoprotect	CBFb-RUNX1 inh	GAA glycogen
C=CCc1cccc2cc(NC(C)=O)c(=O)oc12	-6%	-11%	-1%	4%	-10%	1%	0%
O=C(NCCCc1ccccc1)c1cc([N+](=O)[O-])ccc1Cl	-1%	22%[9.22 µM]	5%	·	29%[10 µM]	0%	-2%
Cc1cc(C)cc(-n2cccc2/C=C2/C(=N)N3C(=NC2=O)SN=C3S(C)(=O)=O)c1	-16%	8%	-16%	-13%[46 µM]	-28%	?	4%
C=CCNc1cnn(-c2ccc(C)cc2)c(=O)c1Cl	-4%	-1%	0%	6%	-33%	-2%	8%
FC(F)(F)c1cc(NCc2cccs2)n2ncnc2n1	2%	15%	-1%	-18%	-5%[10 µM]	5%	1%
CCc1ccccc1NC(=O)CSc1ccsc1[N+](=O)[O-]	-16%	8%	5%	-24%	13%[10 µM]	-22%	-2%
Cc1nn(Cc2ccc(F)cc2Cl)c(C)c1[N+](=O)[O-]	-8%	5%	7%	?	-2%	6%	9%
O=C1c2cccc3c([N+](=O)[O-])ccc(c23)C(=O)N1c1ccccn1	-7%	24%	2%	-27%	10%	-5%	6%
O=C(CSc1nc2ccccc2c(=O)n1-c1ccccc1F)Nc1ccc2c(c1)CCC2	-2%	17%	0%	-5%	6%[10 µM]	-7%	10%
C=CCc1ccc(O)c(-c2ccc(O)c(CC=C)c2)c1	-11%&0%&-10%	-33%[9.22 µM]	·	·	-38%[10 µM]	18%&2%&4%	35µM*
CCC(c1nnnn1CCOC)N1CCN(Cc2ccccc2OC)CC1 (centres undefined)	-10%	2%	-4%	-2%	6%[10 µM]	4%	6%
Cc1ccnc2nc(C(=O)NCc3cccs3)nn12	0%	13%	-2%	15%	-4%	5%	3%

The last two records of the part before lead into the next:
SMILES	aGlu spleen mod	HTT aggregate	GAA inh	Lamin A splicing	HTT cytoprotect	CBFb-RUNX1 inh	GAA glycogen
CCC(c1nnnn1CCOC)N1CCN(Cc2ccccc2OC)CC1 (centres undefined)	-10%	2%	-4%	-2%	6%[10 µM]	4%	6%
Cc1ccnc2nc(C(=O)NCc3cccs3)nn12	0%	13%	-2%	15%	-4%	5%	3%
OCC1OC(n2cnc3c(NC4CCCCC4)ncnc32)C(O)C1O (centres undefined)	-2%	26%[9.22 µM]	·	·	1%[10 µM]	-5%	15%
O=C1NC(=S)S/C1=C\c1ccc(SCc2ccco2)o1	-14%	8%	?	13%	14%[10 µM]	·	?
CC(=O)CC(=O)Nc1ncccn1	2%	?	-9%	?	-20%	21%	-8%
O=C(NNC1=C(C(=O)C(F)(F)F)CCC1)c1ccccc1Cl	-5%	?	-7%	?	-79%[inhibitor]	1%	14%
COc1ccc(C(=O)NCc2nnc(SCC(=O)N3CCc4ccccc43)o2)cc1OC	-4%	2%	-2%	-17%	9%	0%	4%
Cc1cccc(OCc2nnc(SCC(=O)Nc3cccc(C(=O)N4CCOCC4)c3)n2C)c1	-3%	-11%	1%	?	·	4%	3%
CN(C)/C=N/C(=S)Nc1ccccc1F	8%	1%	8%	?	3%	12%	-11%
CC(NC(=O)Nc1ccc(Cl)cc1)C1CCCO1 (centres undefined)	-2%	6%[9.22 µM]	·	·	12%[10 µM]	5%	-4%
C=C1C[C@]23C[C@@]1(O)CC[C@H]2[C@@]12C=C[C@H](O)C(C)(C(=O)O1)[C@H]2[C@@H]3CC(=O)O	-3%	·	·	·	35%	-6%	·

Compound profiles (already shown).
`Cc1cccc(OCc2nnc(SCC(=O)Nc3cccc(C(=O)N4CCOCC4)c3)n2C)c1` as listed: aGlu spleen mod = -3%; HTT aggregate = -11%; GAA inh = 1%; Lamin A splicing = ?; HTT cytoprotect = ·; CBFb-RUNX1 inh = 4%; GAA glycogen = 3%
`C=CCc1cccc2cc(NC(C)=O)c(=O)oc12` as listed: aGlu spleen mod = -6%; HTT aggregate = -11%; GAA inh = -1%; Lamin A splicing = 4%; HTT cytoprotect = -10%; CBFb-RUNX1 inh = 1%; GAA glycogen = 0%

Assay outcomes from PubChem BioAssay.
